rCAG RNA binder = r(CAG) repeat RNA binding; AID 651821; inhibition, % at 3 µM; TO-PRO-1 dye displacement fluorescence; actives 1.3% (n = 370,000);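 active = inhibition above the plate cutoff, the mean of all test compounds on that plate plus 3 SD, cut at about 35% in these data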;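 also: 0% = DMSO alone and 100% = 100 µM mitoxantrone as full dye displacement; higher means more dye released from RNA so lower well fluorescence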
Rev-erbA mod = modulators of human Rev-erb alpha DNA binding; P20393; Rev-erbα–FITC-DNA binding, fluorescence polarization, 90 min; activity, % at 10 µM; actives 0.79% (n = 370,000);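 active = activity above about 14%, limit read from the data; passing the limit was not always enough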;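 also: 0% = DMSO wells with 35 nM protein and 100% = DMSO wells with 750 nM protein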
GC-A act = GC-A (human) enzyme activation. P16066. HEK293 GC-A cells, cGMP TR-FRET, EC30 ANP; 0% at EC30 ANP, 100% saturating ANP. activation, % at 10 µM. actives 0.14% (n = 370,000). AID 1671463; in the data active = activation above about 40%
Target sequence (P16066 whole entry, looked up): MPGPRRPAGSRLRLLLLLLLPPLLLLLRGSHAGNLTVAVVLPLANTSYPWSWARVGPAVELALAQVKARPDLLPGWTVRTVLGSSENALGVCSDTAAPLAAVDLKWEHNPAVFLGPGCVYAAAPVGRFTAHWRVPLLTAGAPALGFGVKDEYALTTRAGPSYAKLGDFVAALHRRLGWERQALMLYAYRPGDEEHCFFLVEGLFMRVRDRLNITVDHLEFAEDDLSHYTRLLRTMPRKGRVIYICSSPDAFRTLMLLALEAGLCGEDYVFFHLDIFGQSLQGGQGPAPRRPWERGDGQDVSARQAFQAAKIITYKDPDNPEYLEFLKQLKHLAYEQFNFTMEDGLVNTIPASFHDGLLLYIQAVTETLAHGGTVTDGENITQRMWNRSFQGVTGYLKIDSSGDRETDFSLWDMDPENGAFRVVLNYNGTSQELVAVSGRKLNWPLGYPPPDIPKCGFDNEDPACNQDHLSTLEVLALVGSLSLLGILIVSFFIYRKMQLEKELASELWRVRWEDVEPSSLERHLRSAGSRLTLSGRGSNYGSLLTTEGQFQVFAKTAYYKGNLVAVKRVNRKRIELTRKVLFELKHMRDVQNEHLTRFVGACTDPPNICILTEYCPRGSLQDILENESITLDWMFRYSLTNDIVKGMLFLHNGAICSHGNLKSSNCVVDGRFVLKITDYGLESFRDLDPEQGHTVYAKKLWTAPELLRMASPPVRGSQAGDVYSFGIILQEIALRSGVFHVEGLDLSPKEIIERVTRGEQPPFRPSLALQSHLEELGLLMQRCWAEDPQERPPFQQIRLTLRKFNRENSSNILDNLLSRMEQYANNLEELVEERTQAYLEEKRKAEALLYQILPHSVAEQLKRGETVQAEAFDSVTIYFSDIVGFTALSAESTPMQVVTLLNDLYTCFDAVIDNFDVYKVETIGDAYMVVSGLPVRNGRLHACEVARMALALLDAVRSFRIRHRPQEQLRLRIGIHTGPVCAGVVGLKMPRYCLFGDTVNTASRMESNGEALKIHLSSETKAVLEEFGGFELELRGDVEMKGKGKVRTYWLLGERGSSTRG
ARFGAP1 inhibitor = inhibits rat ARF GTPase activating protein 1. actives 0.26% (n = 360,000). Arfgap1-stimulated ARF1 GTP hydrolysis, GDP FP detection. inhibition, % at 16.5 µM;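 active = inhibition above a per-plate limit, mean inhibition of low control wells plus 3 SD, cut at about 25% in these data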;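 also: 0% = DMSO wells with enzyme and 100% = wells lacking Arfgap1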
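Repeats: one replicate per compound; assay system: rat Arfgap1 catalytic domain, aa 1-136; times: enzyme reaction 120 min at 25 °C after 20 min preincubation; detection: FP of antibody-bound GDP Alexa 633 tracer, ex 620/em 688 nm; benchmarks: high control wells lacking Arfgap1, low control full reaction with DMSO; reagent: human ARF1(Δ1-17)-GTP substrate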
mABHD4 FP = ABHD4 (mouse) inhibition, primary FP screen. inhibition, % at 8.92 µM. Q8VD66. actives 0.54% (n = 370,000). AID 720543. purified mABHD4, FP-Rh probe fluorescence polarization;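 active = inhibition exceeding the mean over every tested compound plus 3 SD, cut at about 30% in these data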;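 also: 0% = plate median of compound wells and 100% = S159A mutant with DMSO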
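Material: mouse ABHD4 enzyme, wild type; Benchmarks: S159A mutant high control, sample median low control; Buffer or medium: HEPES pH 7.0, NaCl, Pluronic buffer; Signal: fluorescence polarization; Read-out: percent inhibition of probe binding, normalized to plate controls; Timing: pre-incubation 45 min, probe exposure 60 min, at 25 °C; Dosing: 8.92 µM, single dose.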
HTRA1 inhibitor = inhibitors of human serine peptidase HTRA1; Q92743; recombinant HTRA1, FP-rhodamine activity-based probe, fluorescence polarization; actives 0.5% (n = 340,000); inhibition, % at 5.96 µM; in the data active = inhibition above about 36%;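 also: 0% = enzyme with DMSO and 100% = wells lacking enzyme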
ASAP1 inh = ASAP1 ArfGAP inhibition | actives 0.19% (n = 360,000) | Q9ULH1 | inhibition, % at 16.5 µM | ASAP1-stimulated ARF1 GTP hydrolysis, GDP FP detection; in the data active = inhibition above about 25%;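 also: 0% = vehicle with enzyme and substrate and 100% = no enzyme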
PG9 binder = small molecules binding HIV-1 gp120 antibody PG9. TR-FRET gp120-PG9 antibody binding. inhibition, % at 6.7 µM. actives 0.43% (n = 360,000); in the data active = inhibition above about 8.5%
GC-B act = GC-B (human) receptor activation; P20594; HEK293-GC-B cells, CNP EC30, cGMP TR-FRET; 0% at EC30 CNP, 100% saturating CNP; activation, % at 10 µM; actives 0.11% (n = 370,000); AID 1920062;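 active = activation at 10 µM reaching about 35% in either raw or pattern-adjusted values, limit read from the data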
SMARCA2 activ = increases SMARCA2 function in MMTV reporter cells | actives 1% (n = 370,000) | MG213 cells, MMTV-luciferase reporter, dexamethasone, overnight | activation, % at 9.1 µM; in the data active = activation above about 7.8%;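 also: 0% = vehicle wells and 100% = reference activator wells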
* = called active by the depositor; · = no result given.

SMILES	rCAG RNA binder	Rev-erbA mod	GC-A act	ARFGAP1 inhibitor	mABHD4 FP	HTRA1 inhibitor	ASAP1 inh	PG9 binder	GC-B act	SMARCA2 activ
O=C(CN(Cc1ccccc1)S(=O)(=O)c1ccc(Br)cc1)NCc1ccco1	-5	1	-3	8	-9	-9	14	0.6	-4	-2
Cc1ccc(S(=O)(=O)Nc2cccc(-c3ccc(N4CCCCCC4)nn3)c2)cc1C	16	5	-1	1	-48	-58	-11	0.2	3	3
CC1CCCC(NC(=O)CSc2ncccc2C(=O)O)C1C (centres undefined)	2	3	0	8	-2	3	-2	-2.0	-3	-1
O=C(Nc1ccc2nn(-c3ccc(F)cc3)nc2c1)c1cccnc1	6	-2	24	16	-1	-22	-3	0.7	0	0
CN(C)NC1=CC(=[N+]2CCCC2)CC(C)(C)C1	-3	2	5	12	-3	1	3	-1.5	6	0
COc1ccc(N(CC(=O)NC2CCCC2)C(=O)Cn2nnc(-c3ccc(F)cc3)n2)cc1	1	-7	-1	-10	-3	-4	-18	0.1	0	-2
CN(C)C(=O)CCc1ccc2c3c([nH]c2c1)[C@]1(C)[C@@H](C(=O)N2CCOCC2)C[C@H](CC(=O)NC(C)(C)C)C(=O)N1CC3	2	-1	2	-1	-2	4	-9	1.5	0	-2
Cc1c[nH]c2cccc(OCC(CNC(C)(C)C)OC(=O)c3ccccc3)c12 (centres undefined)	-1	-7	-36	-2	7	4	9	-5.5	-15	-3
CC(C)NC(=O)c1ccc2sc([C@@H]3O[C@H](CO)[C@H](O)[C@H](O)[C@H]3O)nc2c1	1	1	-1	0	8	·	-2	-1.1	-2	1
OC(COc1c(Br)cc(Br)cc1Br)CN1CCOCC1 (centres undefined)	-5	-2	3	-2	7	-32	8	-1.6	-2	0
CCCOC(=O)c1[nH]c2c(c1C)C(=O)CC(c1cc(OC)c(OC)c(OC)c1)C2 (centres undefined)	0	-9	6	6	2	-15	-5	0.1	4	-2
COc1cccc(CNc2ncnc3cc(Cl)ccc23)c1	-7	7	6	1	-6	-7	12	0.2	-2	-7
COc1ccc(C=C2OC(=O)C(C(C)=O)=C2O)cc1	34	-2	-3	4	-16	-6	7	1.5	2	-2
CCc1ccc(CN(C)CCc2ccccn2)cc1	-6	-3	-4	6	12	5	5	-1.3	-8	-2
CCCCCOC(=O)C1=C(C)NC(=O)NC1c1ccccc1OCC (centres undefined)	-7	8	-12	6	-10	-22	2	2.2	-8	-2
O=C(O)/C=C\C(=O)NC1CCCCC1	1	-6	5	-8	1	0	-3	0.6	3	-1
Cc1cc(Cl)ccc1OCC(=O)NNC(=O)C1CCN(c2ncnc3sc(C)c(C)c23)CC1	1	5	-9	-9	0	-25	12	-0.8	-1	-3
CCOC(=O)c1sc(Nc2nc3ccc(OC)cc3s2)cc1C	30	3	-3	22	12	1	13	-1.0	-8	-2
Cc1ccc(NC(=O)c2cc(-c3ccccc3O)n[nH]2)cc1Cl	0	-11	2	7	5	2	-3	-1.1	-3	3
Cn1c(SCC(=O)NC2CC2)nnc1-c1ccccc1	0	0	0	4	-3	-2	6	-1.0	5	2
CC12CCC3c4ccc(OCCCO)c([N+](=O)[O-])c4CCC3C1CCC2=O (centres undefined)	1	3	1	4	4	·	8	-1.4	7	-4
COc1ccccc1N(C)S(=O)(=O)c1ccc(C(=O)NCCc2ccc(F)cc2)cc1	-3	8	-3	-11	-14	-16	6	0.2	3	-3
N#Cc1cc(-c2ccccc2)nc(N2CCNCC2)n1	4	0	0	7	6	-5	-3	-63	-1	0
NN=C1c2ccccc2C(=O)C1C(=O)C(c1ccccc1)c1ccccc1 (centres undefined)	45*	0	-13	1	-109	-40	15	-3.4	-4	1
CC(C)(C)OC(=O)NCc1ccccc1/C=C/S(=O)(=O)NCc1ccc(F)cc1	1	5	-7	·	-10	·	·	·	-1	-2

More compounds follow:
SMILES	rCAG RNA binder	Rev-erbA mod	GC-A act	ARFGAP1 inhibitor	mABHD4 FP	HTRA1 inhibitor	ASAP1 inh	PG9 binder	GC-B act	SMARCA2 activ
O=C(C1CCN(S(=O)(=O)c2ccc(F)cc2)CC1)N1CCCC(C(F)(F)F)C1 (centres undefined)	-7	1	-8	9	-1	-6	4	-0.2	-17	-2
CCOC(=O)C1=C(C)N(C)C(C)=C(C(=O)OCC)C1c1ccncc1	-4	3	-13	13	-6	1	3	0.0	-10	-5
Cc1c(Cl)cccc1NC(=O)c1cc(-c2ccco2)on1	7	-4	-1	7	-3	-11	2	-1.0	2	2
COc1cc(/C=N/NC(=O)NC23CC4CC(CC(C4)C2)C3)ccc1O	1	4	1	4	6	-3	-3	-1.6	0	4
CC1CCN(C(=O)CSc2nnc3c(n2)[nH]c2ccccc23)CC1	1	0	2	19	3	4	14	0.0	2	-3
O=c1n(Cc2ccccc2Cl)c2sc3c(c2c2ncnn12)CCCC3	1	2	25	-6	1	7	-12	-0.7	39*	0
N#CC1(NC(=O)COc2cc(F)ccc2[N+](=O)[O-])CCCCC1	1	-2	1	-7	1	-4	1	-2.7	-1	-1
O=C(/C=C/c1ccc(O)cc1)c1ccc(NC2=C(N3CCCCC3)C(=O)c3ccccc3C2=O)cc1	18	-6	3	14	-8	6	23	-0.8	1	-4
CCCCCn1c(CNC(=O)CCC)nc2ccccc21	-2	3	-3	-5	1	0	-2	-0.3	-1	0
Cc1ccc(NC(=O)c2cc3ccccc3o2)cc1S(=O)(=O)N(C)C	1	-1	2	3	-3	-2	11	-2.5	7	3
Cc1ccc(C(=O)Nc2nc(COc3ccccc3)cs2)s1	8	0	4	2	-9	-54	14	-1.2	-2	-1
O=[N+]([O-])c1cccc(C2Nc3ccccc3CO2)c1 (centres undefined)	2	-3	0	5	4	5	6	0.9	2	1
COc1ccc(-c2nc(C(F)(F)F)c(OC)o2)cc1OC	-1	4	3	-10	-2	-4	8	-1.4	2	2
COc1ccc(-c2nnc(SCC(=O)N3CCCc4ccccc43)o2)cc1OC	1	5	0	-6	-5	8	5	1.6	-1	-5
Cc1cc(C(=O)OCC(=O)N(C)C2CCS(=O)(=O)C2)c(C)n1-c1ccccc1 (centres undefined)	-7	7	-1	1	7	-4	-1	-0.2	-4	-1
O=C1CC(Nc2ccccc2)C(=O)N1c1ccc(N2CCOCC2)cc1 (centres undefined)	1	3	5	-4	0	4	-6	-1.1	-2	-1
Cc1cn(C)c(=O)n(C)c1=O	0	-7	1	5	-2	0	1	-0.6	-2	2
COC(=O)CC#C[C@H](C)[C@@H](NS(=O)(=O)c1ccc(C)cc1)C1CCCCC1	7	-6	2	16	-4	·	1	1.1	11	-1
COc1ccc(/C=C/C(=O)Nc2cccc(C(C)=O)c2)cc1	3	2	3	1	-11	-13	5	-0.7	-2	1
O=[N+]([O-])c1cc(S(=O)(=O)Nc2ccccc2)ccc1N1CCN(c2ccccc2)CC1	14	-1	-45	6	-32	-30	7	-2.7	-21	-3
Cn1ccnc1SCC(=O)c1ccc2ccccc2c1	5	-3	1	16	3	-13	6	0.4	-1	5
CC(C)(C)c1ccc(C(=O)Nc2nonc2-c2nc3ccccc3[nH]2)cc1	3	8	-1	11	-7	1	1	-1.7	-3	0
O=C(Nc1ccccc1)C1=C[C@@H](C2CCCCC2)C[C@@H](OCc2ccc(CO)cc2)O1	8	-2	0	-9	-41	-103	3	-1.0	-5	0
Cc1nn(-c2ccc(N3CCCCC3)nn2)c(C)c1CCC(=O)Nc1cccc(F)c1	-2	-4	-1	7	-17	-8	1	2.9	9	0
Nc1nc(N)nc(-c2cccc(Br)c2)n1	0	0	-2	-5	-9	0	-4	-0.5	4	-1

Going on with the list:
SMILES	rCAG RNA binder	Rev-erbA mod	GC-A act	ARFGAP1 inhibitor	mABHD4 FP	HTRA1 inhibitor	ASAP1 inh	PG9 binder	GC-B act	SMARCA2 activ
O=C(CSc1nnc(-c2cnccn2)n1-c1ccccc1)c1ccc(F)cc1	0	4	2	·	11	·	·	·	-4	2
c1cc2c(c(CC3CO3)c1CC1CO1)OCCOCCOCCOCCO2 (centres undefined)	-1	-5	-2	-7	-3	-3	11	-1.7	-2	6
O=C(CNS(=O)(=O)c1cccc2nsnc12)NCCc1ccccc1	-2	-5	3	7	2	-1	-4	0.3	3	0
COc1ccc(C(=O)Nc2cc3c(cc2Cl)OCCCO3)cc1	0	-4	-8	-6	-5	-6	-12	0.9	-6	5
Cc1ccc(C(=O)c2c3ccc(C(F)(F)F)cc3nn2CCC(N)=O)cc1	-4	-4	0	17	0	-1	-5	-0.8	-8	4
CCSc1oc(-c2ccccc2)nc1S(=O)(=O)c1ccccc1	3	0	-3	-1	-7	-25	12	-1.1	-2	-3
COc1ccc(C(C)=O)cc1CSc1nnc(-c2ccc(Cl)cc2)n1-c1ccccc1	-4	-4	-6	8	-11	-44	-3	-1.0	4	-1
CCCCn1c(N)c(N(CC)C(=O)C2=COCCO2)c(=O)[nH]c1=O	-1	4	2	10	4	7	-12	-0.5	-3	-1
C/C(=N\OC(=O)c1ccc(Cl)cc1)c1sc(-c2ccccc2)nc1C	0	4	10	6	1	3	2	-1.4	-4	2
Cc1[nH]nc2c1C1(CCN(C(=O)c3ccccc3)CC1)C(C#N)=C(N)O2	0	2	0	8	2	7	13	0.1	4	-1
CCCCn1c(N)c(N(CC(C)C)C(=O)c2ccc(N3C(=O)CCC3=O)cc2)c(=O)[nH]c1=O	-2	0	1	7	35*	-2	-5	-0.6	-1	-2
Cc1ccc(C)c(N2CCN(C(=O)c3csc(C)c3C)CC2)c1	0	1	0	5	-5	-11	-10	1.4	3	-1
Cc1nc2nc(-c3cccs3)[nH]c2cc1Br	1	3	6	10	-24	-8	5	1.3	5	7
NC(=O)C1CCN(c2nc(-c3ccccc3F)cs2)CC1	-2	-3	2	0	4	3	6	-2.5	2	7
NC(=O)C1CCN(C(=O)COc2cccc3cccnc23)CC1	0	-4	-2	-3	4	-4	-1	-2.4	5	-2
O=C(Nc1nc2ccccc2[nH]1)c1cc2ccccc2o1	6	-4	-9	4	8	-4	9	-16	5	5
COc1ccc2c(c1)C(C)=CC(C)(C)N2C(=O)CN1C(=O)CCC1=O	-5	3	1	1	0	3	-18	-0.4	-4	1
Cn1c(Cc2ccccc2)nnc1SCCC(=O)Nc1ccccc1	-7	-6	-1	-5	4	0	1	-0.5	-3	0
Cc1cn(CC(=O)NCCc2c[nH]c3ccccc23)c(=O)[nH]c1=O	3	-3	2	14	0	5	11	-1.8	-5	-3
CCc1cc2c(NCCC(=O)O)ncnc2s1	-3	4	4	-11	-9	-7	-4	0.0	4	-2

Some of the entries so far, with values under each structure.
Value order: rCAG RNA binder | Rev-erbA mod | GC-A act | ARFGAP1 inhibitor | mABHD4 FP | HTRA1 inhibitor | ASAP1 inh | PG9 binder | GC-B act | SMARCA2 activ
NC(=O)C1CCN(C(=O)COc2cccc3cccnc23)CC1
 : 0 | -4 | -2 | -3 | 4 | -4 | -1 | -2.4 | 5 | -2
O=C(Nc1nc2ccccc2[nH]1)c1cc2ccccc2o1
 : 6 | -4 | -9 | 4 | 8 | -4 | 9 | -16 | 5 | 5
COc1ccc2c(c1)C(C)=CC(C)(C)N2C(=O)CN1C(=O)CCC1=O
 : -5 | 3 | 1 | 1 | 0 | 3 | -18 | -0.4 | -4 | 1
Cn1c(Cc2ccccc2)nnc1SCCC(=O)Nc1ccccc1
 : -7 | -6 | -1 | -5 | 4 | 0 | 1 | -0.5 | -3 | 0
Cc1cn(CC(=O)NCCc2c[nH]c3ccccc23)c(=O)[nH]c1=O
 : 3 | -3 | 2 | 14 | 0 | 5 | 11 | -1.8 | -5 | -3
